Screening data from PubChem BioAssay.
ALOX12 inhib = inhibitors of human 12-lipoxygenase (ALOX12); purified 12-hLO, xylenol orange hydroperoxide absorbance; Potency, µM (top dose mostly 57.1 µM), inactives show at the top dose activity change, negative = inhibition, usual class: inhibitors; actives 0.12% (n = 150,000); AID 1452; note: potency is the fitted concentration of half-maximal effect; nearly all actives have a fitted effect of over 55% in size; many of its hits are not listed in these tables
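Purified human 12hLO (150 nM final) was preincubated with compounds for 15 min at room temperature in 25 mM Hepes pH 7.0, 0.01% Triton X-100, then reacted with 40 uM arachidonic acid for 30 min. Hydroperoxide was detected with ferrous iron/xylenol orange.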
15-hLO-2 inh = inhibitors of human 15-lipoxygenase 2 (ALOX15B) | Potency, µM (doses to about 57.1 µM), for inactives: top-dose activity change, negative = inhibition, hits mostly inhibitors | actives 0.56% (n = 110,000) | purified 15hLO-2, xylenol orange hydroperoxide absorbance; note: potency is the fitted concentration of half-maximal effect; nearly all actives have a fitted effect of over 60% in size; many of its hits are not listed in these tables
Target sequence (O15296 whole entry, looked up): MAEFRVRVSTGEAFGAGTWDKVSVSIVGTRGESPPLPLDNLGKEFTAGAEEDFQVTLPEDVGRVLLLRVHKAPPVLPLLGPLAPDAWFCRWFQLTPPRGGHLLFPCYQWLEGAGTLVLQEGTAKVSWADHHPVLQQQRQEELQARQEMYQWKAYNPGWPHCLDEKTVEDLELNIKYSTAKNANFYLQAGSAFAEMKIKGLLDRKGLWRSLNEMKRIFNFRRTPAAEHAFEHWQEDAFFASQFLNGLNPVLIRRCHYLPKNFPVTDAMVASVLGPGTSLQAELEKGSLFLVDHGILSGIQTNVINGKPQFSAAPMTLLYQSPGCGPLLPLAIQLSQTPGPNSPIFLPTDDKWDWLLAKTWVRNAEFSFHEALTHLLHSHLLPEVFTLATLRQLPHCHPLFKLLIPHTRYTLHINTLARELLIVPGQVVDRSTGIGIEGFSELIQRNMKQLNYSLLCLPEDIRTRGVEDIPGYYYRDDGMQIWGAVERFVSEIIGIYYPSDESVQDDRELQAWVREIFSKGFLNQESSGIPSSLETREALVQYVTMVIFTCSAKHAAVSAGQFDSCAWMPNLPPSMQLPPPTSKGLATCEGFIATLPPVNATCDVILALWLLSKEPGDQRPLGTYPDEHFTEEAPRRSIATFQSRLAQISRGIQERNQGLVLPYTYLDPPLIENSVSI
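Purified human 15hLO-2 (50 nM) preincubated 15 min with compound, then 45 uM arachidonic acid for 90 min at RT in 25 mM Hepes pH 7.5, 0.01% Triton X-100. Hydroperoxide detected by Fe-xylenol orange; 573/405 nm absorbance ratio.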
PNC assembly inh = perinucleolar compartment assembly inhibition; PC3M PTB-GFP, PNC prevalence imaging, 16 h; hits give low values; activity change (PNC), negative = inhibition, % at 10 µM; actives 3.1% (n = 140,000);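 active = readout at or below -70, meaning at least 70% loss of cells showing the perinucleolar compartment, a nuclear body marking cancer cells; inconclusive = readout between -30 and a set limit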;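 note: plate controls were DMSO wells for no effect and camptothecin positive control wells for full effect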
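PC3M cells stably expressing PTB-GFP, 750–1000 cells/well, treated 16 h at 37 °C with compound (23 nl of library stock), in duplicate. After paraformaldehyde fixation and Hoechst stain, imaged at 20x; PNC prevalence scored by image analysis.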
IMPase cell inh = cell-permeable inhibitors of inositol monophosphatase (IMPase) | CHO-M1 cells, IP1 accumulation, HTRF TR-FRET ratio | inhibition (IP1 accumulation), % at 46.1 µM | 120,000 tested, under 10 active | AID 901; active = well fitted curve in the direction sought with a large enough effect in the signal ratio, not every such curve was filed as active; inconclusive = small, poorly fitted or top-dose-only effect, or a change in a side signal; inactive = no such curve, though single readings can be large or run the other way; the % refers to the signal ratio;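 note: cells stimulated with carbachol in lithium chloride buffer; plate controls were DMSO basal wells for no effect and reference inhibitor wells for full effect; higher means more IMPase inhibition seen as more IP1 and lower FRET ratio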
Target sequence (P97697 whole entry, looked up): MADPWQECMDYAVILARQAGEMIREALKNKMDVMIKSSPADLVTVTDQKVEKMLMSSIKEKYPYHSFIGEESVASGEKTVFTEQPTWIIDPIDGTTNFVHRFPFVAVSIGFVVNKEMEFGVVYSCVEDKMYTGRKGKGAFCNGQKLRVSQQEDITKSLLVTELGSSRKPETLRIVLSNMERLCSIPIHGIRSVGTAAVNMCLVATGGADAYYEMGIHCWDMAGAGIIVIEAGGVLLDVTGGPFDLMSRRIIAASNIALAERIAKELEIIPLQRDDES
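Elevated IP1 in lysates lowers TR-FRET signal (665/620 ratio and 620 channel reported). Cells were CHO-M1, given carbachol (50 uM as added) plus 50mM LiCl, pH 7.4, 30 min, 37C; compounds titrated up to 46 uM; AC50 by Hill equation.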
* marks the source's active call; other numbers are inactive results; ? = inconclusive; nt = no result given; [ ] = remark or other dose. Unless noted, calls come from the whole dose curve; as a rule, active = well fitted curve in the direction sought with a large enough effect; inconclusive = small, poorly fitted or top-dose-only effect, or another doubt; inactive = no such curve, though single readings can be large; an effect the other way counts as inactive or inconclusive. Unless noted, % is set by controls: 0 for no effect and ±100 for the full control effect.

SMILES | ALOX12 inhib | 15-hLO-2 inh | PNC assembly inh | IMPase cell inh
COc1ccccc1OCCOCCn1cnc2ccccc2c1=O | -1% | 9% | ? | 14
C=CCNC(=O)CSc1nc2sc(C)c(C)c2c(=O)[nH]1 | 2% | nt | 10 | 2
CC1Cc2ccccc2N1C(=O)Cn1c(=O)cc(O)c2ccccc21 (stereo not given) | 0% | nt | 7 | -3
COc1ccc2[nH]cc(/C=C(/C#N)S(=O)(=O)c3ccccc3)c2c1 | -17% | -19% | 10 | 15
N#Cc1ccc(CN2CC[C@@]3(CCCN(C(=O)c4cc(C(F)(F)F)cc(C(F)(F)F)c4)C3)C2)cc1 | -10% | 28% | nt | nt
COc1ccc2c(=O)c(C(=O)NCCc3ccc(OC)c(OC)c3)c[nH]c2c1 | -8% | -7% | 12 | -9
Cc1ccc(Cl)cc1NC(=O)C1CCCN(S(=O)(=O)c2c(C)noc2C)C1 (stereo not given) | -3% | -13% | -19 | -4
CC(/C=N/NC(=O)CSc1nnc(SCc2ccccc2)s1)=C\c1ccco1 | 0% | nt | 47 | nt
CCCOc1c(OC)cc(Cl)cc1C1NC(=O)NC(C)=C1C(=O)NCc1ccccc1 (stereo not given) | -2% | 4% | 44 | 4
Cc1c(C(=O)Nn2cnnc2)oc2ccccc12 | 9% | -1% | -23 | -3
CC(=O)Nc1ccc(S(=O)(=O)Nc2c(C)nn(-c3ccccc3)c2C)cc1 | 5% | -1% | -23 | 4
CC1(C)CC(c2nc(-c3ccccc3)cs2)CCS1 (stereo not given) | 1% | nt | 36 | 3
COc1ccc2c(c1)c1nc3ccccc3nc1n2CCn1c(=O)oc2ccccc21 | -1% | -16% | ? | 9
COc1cccc(-n2cc(C(=O)O)c3ccccc3c2=O)c1 | 3% | 13% | -19 | -10
Clc1ccc(/C=N/Nc2ncnc3ccccc23)cc1Cl | -5% | 58%[activator] | 13 | -1
COCCn1c(SCC(=O)c2ccc3c(c2)OCCO3)nnc1C(C)C | 1% | -11% | 6 | 3
CCc1cccc(CC)c1NC(=O)COc1ccccc1C(=O)c1cc(C#N)c(=O)n(C2CCCCC2)c1 | 1% | nt | -12 | nt
CC(=O)Nc1cc(C(N)=O)c(Cl)cc1Cl | -5% | -2% | 10 | 5
CC(=O)Nc1ccc(-c2ccccc2)s1 | 7% | -4% | 70 | -4
CCC1OC(=O)C(C)[C@@H](O[C@H]2C[C@@](C)(OC)C(O)C(C)O2)C(C)[C@@H](O[C@@H]2OC(C)CC(N(C)C)C2O)[C@@](C)(O)CC(C)C(=O)[C@@H](C)C(O)[C@]1(C)O (stereo not given in full) | 2% | -6% | nt | nt
O=C1C2ON(c3ccccc3)C(c3ccncc3)C2C(=O)N1c1ccccc1 (stereo not given) | -4% | -3% | -18 | 8
CCc1nc2ccccc2c(C(=O)OCC(=O)NCc2ccco2)c1C | 1% | -9% | ? | 4
CN(C)c1ccc(N2C(=O)CSC2=S)cc1 | -5% | nt | -9 | nt
COc1ccc(CNc2nc(NCc3ccc(OC)cc3)n(C(C)=O)n2)cc1 | 3% | 5% | 18 | 11
COCCCNC(=S)N(Cc1ccccc1)Cc1ccccc1 | -4% | nt | ? | nt
Cc1ccc([N+](=O)[O-])cc1NC(=O)CN(C(=O)c1ccc(Cl)cc1)C1CCCCC1 | -5% | -8% | 1 | 6
CCN(CC)c1ccc(/C=N/Nc2nc3ccccc3[nH]2)c(O)c1 | -28% | 3% | ? | 6
Cn1c(N)c(C(=O)c2ccc(Cl)cc2)c(=O)n(C)c1=O | -3% | nt | 7 | 1
N#Cc1cnn(Cc2ccccc2)c1/N=C/N1CCOCC1 | 4% | 1%[2.29 µM] | 24 | 6
COc1ccc(NC(=O)/C(Cl)=C(/Cl)S(=O)Cc2ccccc2)cn1 (stereo not given) | -14% | -18% | ? | 15
c1ccc(-c2cc(-c3nc(-c4cccnc4)no3)c3ccccc3n2)cc1 | -5% | 2% | 22 | 6
COc1cccc(C(=O)c2cc3ccc(O)cc3oc2=O)c1 | -12% | -6% | ? | -3
Cc1cc(C)cc(C(=O)N2CCC(C(N)=O)CC2)c1 | -2% | -5% | ? | -5
COc1ccc(CCC(=O)Nc2cccc(Cl)c2)cc1 | 0% | nt | -83* | nt
CCOC(=O)C1=C(C)Nc2ncnn2C1c1cccnc1 (stereo not given) | 2% | -11% | ? | 0
CC1(C)C=C(c2ccc(C(=O)O)s2)CC(C)(C)N1 | 2% | nt | 6 | nt
C=CCn1c(SCC(=O)N2CC(=O)Nc3ccccc32)nc2scc(-c3cccs3)c2c1=O | 0% | -11% | ? | 2
Cc1cccc(CN(CC(=O)N/N=C/c2ccco2)S(=O)(=O)c2ccc(Cl)cc2)c1 | -25% | -7% | 41 | 5
COCCN1C(=O)c2cc(C(=O)Nc3cccc(F)c3)ccc2C1Nc1cccc(F)c1 (stereo not given) | 1% | nt | 27 | nt
Cc1ccc([N+](=O)[O-])cc1NC(=S)NC(=O)CC(C)(C)C | -14% | -20% | 3 | -1
C/C(=N\NC(N)=O)c1cccc(Cl)c1 | -4% | nt | ? | nt
COc1ccc(CCNC(=O)c2sc3cc(C)ccc3c2Cl)cc1 | -2% | 5%[11.4 µM] | 21 | -4[1.84 µM]
Cc1cc(-c2nc3c4c5c(sc4[nH]c(=O)n3n2)CCC5)c(C)o1 | -6% | -20% | -8 | 6
O=c1[nH]c2ccccc2nc1NCCN1CCOCC1 | 2% | -3% | ? | 5
Cc1c(C(=O)NNS(=O)(=O)c2ccccc2)sc(=S)n1C | 0% | nt | -30 | -4
O=C(O)CSc1ncnc2sc3c(c12)CCC3 | -1% | -16% | 80 | -17
CCCCNCCCOc1cc(Cl)ccc1Cl | -1% | 36%[activator] | 24 | 8
O=C(Nc1ccc(C2CCCCC2)cc1)C1CCN(c2ncccn2)CC1 | -2% | 0% | -29 | 0
OCCN1CCN(CC(O)COc2ccc(-c3ccccc3)cc2)CC1 (stereo not given) | -2% | 27% | 0 | 5
COc1ccccc1/C=C(/C(=O)OCC(=O)NCc1ccccc1)c1ccccc1 | -2% | nt | -20 | nt
Cc1ccc(C)c(OCCCCn2ccnc2)c1 | 4% | 43%[activator] | 5 | 2
C=CCn1c(SC(C)CC)nc(O)cc1=O (stereo not given) | 3% | -4% | ? | 6
COc1ccc(C)cc1-n1nnnc1SCc1csc(C)n1 | -4% | -5% | -11 | 3
CC1(C)O[C@H]2[C@@H](c3[nH]nc4c(=O)[nH]c(=O)[nH]c34)OC[C@H]2O1 | -4%[11.4 µM] | 2%[11.4 µM] | nt | nt
CN(Cc1cnn(C)c1)C(=O)c1sc2cccc(Cl)c2c1Cl | -7% | 8% | 10 | -12
O=C(C1CC1)N1CCc2cc(Br)cc(S(=O)(=O)NCc3ccccn3)c21 | -4% | 4% | 9 | ?
O=S(=O)(c1ccccc1)N1CCN(CC(O)COc2ccc3c(c2)CCC3)CC1 (stereo not given) | 3% | 17% | -8 | 2
Cc1cc(C=O)c(C)n1-c1ccc(N2CCCCC2)c([N+](=O)[O-])c1 | -1% | -3% | 34 | -1
CCOc1ccc(NS(=O)(=O)c2cc(NC(=O)CCS(=O)(=O)c3ccc(C)cc3)ccc2OC)cc1 | -3% | nt | 33 | nt
Cc1cccc(C)c1 | 0% | -3% | nt | nt
The list continues:
SMILES | ALOX12 inhib | 15-hLO-2 inh | PNC assembly inh | IMPase cell inh
O=C(CS(=O)(=O)c1c[nH]c2ccccc12)N1CCCc2ccccc21 | 2% | -3% | -11 | -7
O=S(=O)(c1ccc(C2CCCCC2)cc1)N1CCN(c2ncccn2)CC1 | 1% | 12% | -4 | 13
Cc1cccc(-c2nc(C#N)c(NC3CCCCC3)o2)c1 | -19% | -5% | 1 | 12
Cc1ccc(C)c(NS(=O)(=O)c2ccc3c(c2)Cc2cc(S(=O)(=O)Nc4cc(C)ccc4C)ccc2-3)c1 | -6% | nt | 34 | nt
Cc1nn(C)c(C(=O)NNC(=S)Nc2ccc(F)cc2)c1[N+](=O)[O-] | 3% | 0% | -2 | -5
CCN(CC)S(=O)(=O)c1ccc(-c2nnc(SCc3nnc(-c4ccc(C)cc4)o3)o2)cc1 | -2% | -3% | 24 | 6
CCOC(=O)C1=C(C)NC(=O)NC1c1cccc(OC)c1OCc1ccccc1Cl (stereo not given) | 1% | -2% | 8 | 5
O=C(Nc1ccc2c(c1)OCCO2)C1CCCN(S(=O)(=O)c2cnc[nH]2)C1 (stereo not given) | -2% | -2% | 6 | 6
Cc1nnc(N2CCN(c3ccccc3)CC2)[nH]c1=O | -3% | -3% | ? | 11
CCN(C(=S)Nc1cccc(C)c1)c1ccccc1 | -3% | nt | ? | -3
CCn1ncc(/C=N\NC(=O)c2ccc3c(c2)c(C)c(C)n3Cc2ccccc2)c1C | -6% | 25% | -3 | 5
COC(=O)CSc1cc(C)nc(NC(C)=O)n1 | -2% | 2% | ? | 13
Cc1cc(NC(=O)CSc2nc(C(C)C)nc3sc4c(c23)CCC(C)C4)no1 (stereo not given) | 3% | nt | 16 | 2
CC(=O)N[C@@H](Cc1c[nH]c2ccccc12)C(=O)OCc1cc(C(F)(F)F)cc(C(F)(F)F)c1 | -11% | 14% | nt | ?
CCCCC(=O)Nc1ccc(F)c(Cl)c1 | -4% | -2% | ? | 14

7 compounds from above, sorted by length of the SMILES, highest first.
SMILES | ALOX12 inhib | 15-hLO-2 inh | PNC assembly inh | IMPase cell inh
Cc1ccc(C)c(NS(=O)(=O)c2ccc3c(c2)Cc2cc(S(=O)(=O)Nc4cc(C)ccc4C)ccc2-3)c1 | -6% | nt | 34 | nt
CC(=O)N[C@@H](Cc1c[nH]c2ccccc12)C(=O)OCc1cc(C(F)(F)F)cc(C(F)(F)F)c1 | -11% | 14% | nt | ?
CCn1ncc(/C=N\NC(=O)c2ccc3c(c2)c(C)c(C)n3Cc2ccccc2)c1C | -6% | 25% | -3 | 5
O=C(Nc1ccc2c(c1)OCCO2)C1CCCN(S(=O)(=O)c2cnc[nH]2)C1 (stereo not given) | -2% | -2% | 6 | 6
Cc1nn(C)c(C(=O)NNC(=S)Nc2ccc(F)cc2)c1[N+](=O)[O-] | 3% | 0% | -2 | -5
CCOC(=O)C1=C(C)NC(=O)NC1c1cccc(OC)c1OCc1ccccc1Cl (stereo not given) | 1% | -2% | 8 | 5
Cc1nnc(N2CCN(c3ccccc3)CC2)[nH]c1=O | -3% | -3% | ? | 11

Quoted at random: two compounds from above
SMILES | ALOX12 inhib | 15-hLO-2 inh | PNC assembly inh | IMPase cell inh
Cn1c(N)c(C(=O)c2ccc(Cl)cc2)c(=O)n(C)c1=O | -3% | nt | 7 | 1
COc1ccccc1OCCOCCn1cnc2ccccc2c1=O | -1% | 9% | ? | 14

(cont.)
SMILES | ALOX12 inhib | 15-hLO-2 inh | PNC assembly inh | IMPase cell inh
Cn1c(=O)c(Oc2ccc(F)cc2)c(O)c2ccccc21 | 0% | nt | 45 | nt
CSc1ccccc1NC(=O)Cn1c(-c2cscn2)nc2ccccc21 | 3% | 2%[2.29 µM] | -24 | 18
CCCOc1ccc(NC(=O)c2c(-c3ccccc3)noc2C)cc1 | 3% | 0% | -29 | 2
CCN1CC=C2C(C#N)=C(N)C(C#N)(C#N)C(c3cc(Cl)ccc3Cl)C2C1 (stereo not given) | -27% | 7% | -20 | -7
Cc1ccc(NC(=O)C/C(N)=N/O)cc1C | -1% | 7% | 21 | -1
COc1cc2c(cc1O)CC[C@@H]1[C@@H]2CC[C@@]2(C)[C@H](O)CC[C@H]12 | -5% | -9% | nt | 4
CCOc1ccc(-c2nn3c(-c4ccc(OC)cc4)nnc3s2)cc1 | 6% | -4% | -24 | 9
NC(=O)C(F)(F)C12OC3C4C5CC(C6C5C3C61)C42 (stereo not given) | -6% | -2% | -30 | 0
O=C(COC(=O)c1ccc2[nH]c3c(c2c1)CCCC3)Nc1ccccc1 | -2% | nt | 4 | nt
CCC(/C=C/C(C)C1CCC2C3CC=C4CC(O)CC[C@@]4(C)C3CC[C@@]12C)C(C)C (stereo not given in full) | 1% | 1% | nt | nt

These rows are one share of the data; count on the stated rates, not on these rows.
